Source: PubChem (several laboratories)
PTEN del growth – growth suppression of PTEN-null HCT116, primary screen, cell-based, CellTiter-Glo; HCT116 PTEN-null viability, 60 h; hits give low values; 1.2% of 140,000 active; viability, % at 10 µM;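 active = viability at or below a set limit, 4 SD under the median of all tested compounds, cut at about 3.7% in these data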;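 also: PTEN knockout HCT116 line with beta catenin targeted HCT116 as companion control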
Measles CPE – compounds protecting cells from measles virus cytopathic effect, primary screen, measles RdRp inhibitor project, single point, MLSMR library, absorbance. Measles virus-infected cells, CPE protection. protection (pct of control), % at 4 µM. 1.5% of 140,000 active. AID 841, 2007; in the data active = protection mostly above about 24%, no sharp cut-off; inactive = mostly below about 26%; also: some compounds called inactive have numbers as strong as hits
Phagocytosis inh – inhibitors of macrophage phagocytosis, primary screen, imaging, J774A.1 cells, IgG beads. J774A.1 macrophage IgG-bead phagocytosis. 0.07% of 110,000 active. inhibition, % at 5 µM;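 active = inhibition above the mean of the plate negative controls plus 5 SD, cut at about 13% in these data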;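 also: phagocytic index as fraction of beads internalized from green versus red external bead signal; plate controls were DMSO negative control for no effect and cytochalasin-D positive control for full effect; some results beyond the cut were filed as inactive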
bCat KO growth – primary screen for growth suppressors in beta-catenin knockout HCT116 cells (colon tumor, human). HCT116 beta-catenin knockout viability, CellTiter-Glo, 60 h; hits give low values. AID 818, 2007. 1.5% of 140,000 active. viability, % at 10 µM;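 active = viability at or under a set limit, the compound median less 4 SD, cut at about 6% in these data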;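 also: 0% = Hyamine 1622 control at 20 µM and 100% = untreated cell control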
NPY Y2 blocker – NPY-Y2 receptor antagonists, primary screen, cell-based; Neuropeptide Y receptor type 2 (Homo sapiens), P49146; NPY-Y2 expressing cells, antagonist mode; inhibition, % at 2.7 µM; 0.99% of 140,000 active; AID 793, 2007; in the data active = inhibition above about 17%;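 also: 0% = vehicle with agonist challenge and 100% = reference antagonist with challenge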
Target sequence (P49146 whole entry, looked up): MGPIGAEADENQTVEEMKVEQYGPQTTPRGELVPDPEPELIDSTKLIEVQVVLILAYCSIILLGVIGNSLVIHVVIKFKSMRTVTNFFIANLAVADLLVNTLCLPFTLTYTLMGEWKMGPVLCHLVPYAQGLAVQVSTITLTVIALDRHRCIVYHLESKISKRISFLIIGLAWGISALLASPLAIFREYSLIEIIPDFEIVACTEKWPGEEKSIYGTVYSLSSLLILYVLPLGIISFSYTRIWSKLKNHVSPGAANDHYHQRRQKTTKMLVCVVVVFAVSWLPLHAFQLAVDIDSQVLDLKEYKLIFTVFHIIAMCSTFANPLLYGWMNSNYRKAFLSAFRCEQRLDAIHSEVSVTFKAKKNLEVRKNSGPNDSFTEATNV
MRP1 act – H69AR viability gain despite doxorubicin, primary screen, MRP-1 activator project, H69AR cells, CellTiter-Glo | viability increase, % at 10 µM | 0.61% of 140,000 active | viability rescue;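 active = viability gain under doxorubicin at or above a set limit, the compound median plus 3 SD, cut at about 4.7% in these data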;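 also: MRP-1 overexpressing cells given doxorubicin 25 µM after compound pretreatment; 18-22 h compound pretreatment then 72 h with doxorubicin before readout; 0% = doxorubicin-only wells and 100% = vehicle-treated cells without doxorubicin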
E-sel TNF inh – E-selectin induction blockers in HUVEC – imaging, immunofluorescence, high content, primary screen; HUVEC TNFa-induced E-selectin immunofluorescence; inhibition, % at 2 µM; 0.71% of 120,000 active;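 active = inhibition above the batch mean plus 3 SD, and confirmed as a hit on visual image review, cut at about 43% in these data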;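 also: 0% = TNF-stimulated DMSO wells and 100% = unstimulated control wells; not every result past the cut was called active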
Yeast lifespan up – compounds extending yeast replicative lifespan, primary screen, S. cerevisiae, OD615. S. cerevisiae growth with nicotinamide; deaD strain in restrictive glucose medium. inhibition of the nicotinamide effect, % at 10 µM. 0.68% of 130,000 active. AID 775, 2007;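 active = inhibition above a set limit, placed 3 SD over the median of all compounds, cut at about 26% in these data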;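 also: 0% = nicotinamide-treated wells and 100% = cells grown without nicotinamide; some compounds called inactive have numbers as strong as hits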
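Test system – modified budding yeast, DeaD strain · Compound – single dose 10 µM compound, 0.25% DMSO · Times – culture preincubation 4 h, compound exposure 48 h, both 30 °C · Detection – optical density (absorbance) at 615 nm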
BB579 growth dn – growth inhibitors of yeast BB579 in restrictive medium, primary screen, yeast lifespan-shortening project, S. cerevisiae. OD615, 48 h. inhibition, % at 10 µM. 0.51% of 140,000 active. AID 804, 2007;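 active = inhibition above a set limit, 3 SD over the mean compound inhibition, cut at about 44% in these data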; also: inactives centre near -24
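Test system: DeaD yeast strain BB579 / Buffer or medium: restrictive glucose-based CSMM-D medium / Doses: single 10 µM dose / Schedule: 4 h cell preincubation, 48 h compound exposure, 30 °C humidified / Technique: culture absorbance at 615 nm / Controls: amphotericin B positive control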
GALR2 antag – GALR2 antagonists in receptor-expressing cells, primary screen; Galanin receptor type 2 (Homo sapiens), O43603; antagonist mode; inhibition, % at 4 µM; 0.39% of 140,000 active; in the data active = inhibition above about 27%;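 also: cells stimulated with galanin 1-16 at roughly its EC80; 0% = agonist challenge control and 100% = basal control without agonist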
Target sequence (O43603 whole entry, looked up): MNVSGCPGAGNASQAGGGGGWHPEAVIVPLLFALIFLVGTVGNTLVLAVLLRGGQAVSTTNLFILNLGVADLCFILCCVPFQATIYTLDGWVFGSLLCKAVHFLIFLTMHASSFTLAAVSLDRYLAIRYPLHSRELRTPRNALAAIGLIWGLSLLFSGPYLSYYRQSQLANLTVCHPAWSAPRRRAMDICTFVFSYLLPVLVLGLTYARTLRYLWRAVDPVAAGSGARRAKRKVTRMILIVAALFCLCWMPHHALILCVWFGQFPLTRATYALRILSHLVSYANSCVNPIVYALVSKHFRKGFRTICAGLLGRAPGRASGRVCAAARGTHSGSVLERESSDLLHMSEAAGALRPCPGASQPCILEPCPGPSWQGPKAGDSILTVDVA
* = called active by the depositor; x = not tested or not shown.

Labels used below: A = PTEN del growth; B = Measles CPE; C = Phagocytosis inh; D = bCat KO growth; E = NPY Y2 blocker; F = MRP1 act; G = E-sel TNF inh; H = Yeast lifespan up; I = BB579 growth dn; J = GALR2 antag
CCOC(=O)C1=C(O)CSC1=Nc1cccc2ccccc12
  A: 98; B: 14; C: 0; D: 93; E: 4; F: -0.5; G: x; H: 1; I: -42; J: 21
CC1Oc2ccccc2C=C1/C=N/NC(=O)c1ccccc1O (stereo not given)
  A: 78; B: 10; C: 0; D: 80; E: 8; F: -1.3; G: x; H: -1; I: -34; J: 12
O=C(CSc1nc2ccccc2c(=O)n1CCCO)NCc1ccccc1
  A: 88; B: 10; C: x; D: 91; E: 4; F: -3.9; G: 17; H: -10; I: -36; J: 7
Cc1nc2ccccc2c(=O)n1NC(=O)Cc1ccc(Br)cc1
  A: 102; B: 6; C: x; D: 105; E: 6; F: -0.4; G: x; H: -3; I: 17; J: 15
CCn1c(SCC(=O)Nc2ccc(C(=O)OC)cc2)nc2cccnc21
  A: 92; B: 4; C: x; D: 96; E: 7; F: -2.2; G: -4; H: x; I: -46; J: 1
CCOc1ccc(-c2nnn(CC(=O)Nc3cc(OC)cc(OC)c3)n2)cc1OCC
  A: 63; B: 5; C: 0; D: 54; E: 2; F: -0.6; G: x; H: -15; I: -8; J: 5
COc1cc(C(C)=O)ccc1OCC(=O)c1cc(C)n(C2CC2)c1C
  A: 72; B: 13; C: 0; D: 71; E: 2; F: -0.3; G: x; H: -15; I: -30; J: -5
c1ccc(Oc2cccc(OCCCCSc3ncccn3)c2)cc1
  A: 97; B: 23; C: x; D: 92; E: 7; F: -0.2; G: -13; H: -7; I: 4; J: 8
COc1ccc(/C(O)=C2/C(=O)C(=O)N(CCN3CCOCC3)C2c2cccnc2)cc1OC (stereo not given)
  A: 92; B: 7; C: x; D: 96; E: 2; F: -0.2; G: -13; H: -3; I: -18; J: 2
CNC(=O)c1ccccc1-c1ccccc1
  A: 97; B: 4; C: -2; D: 95; E: 16; F: -0.9; G: -17; H: -6; I: -22; J: -2

The listing continues:
Labels used below: A = PTEN del growth; B = Measles CPE; C = Phagocytosis inh; D = bCat KO growth; E = NPY Y2 blocker; F = MRP1 act; G = E-sel TNF inh; H = Yeast lifespan up; I = BB579 growth dn; J = GALR2 antag
c1ccc(-n2c(-c3ccncc3)nnc2-c2ccco2)cc1
  A: 88; B: 20; C: 0; D: 97; E: 2; F: -1.4; G: -10; H: -5; I: 8; J: -1
O=C(NC1CCCC1)C(c1ccccc1)N(Cc1ccco1)C(=O)Cc1cccs1 (stereo not given)
  A: 71; B: 4; C: x; D: 74; E: 39*; F: -4.9; G: -17; H: x; I: 3; J: 8
COc1cc(NS(=O)(=O)c2ccc(N/C=C(\C=O)c3nc4cc(Cl)ccc4o3)cc2)nc(OC)n1
  A: 97; B: 9; C: -1; D: 96; E: 3; F: -4.3; G: -19; H: -1; I: -22; J: 17
CCn1c(=O)c(-c2ccccc2)c(O)c2ccccc21
  A: 97; B: 13; C: 0; D: 94; E: 6; F: -1.3; G: 13; H: -5; I: -17; J: 0
CCOC(=O)c1cnn(-c2nc(-c3cccc(F)c3)cs2)c1C(F)(F)F
  A: 81; B: 5; C: x; D: 93; E: 1; F: 3.7; G: 24; H: -5; I: -41; J: 18
CCCc1nc2sc3c(c2c(=O)n1NC(=O)CCCl)CCCC3
  A: 48; B: 12; C: -2; D: 45; E: 3; F: -2.4; G: -10; H: 4; I: -43; J: -6
CCOc1ccc(N2C(=O)CC(SCCN)C2=O)cc1 (stereo not given)
  A: 105; B: 6; C: -1; D: 109; E: 1; F: 0.6; G: 24; H: -10; I: -52; J: 13
Cc1ccc(NC(=O)Nc2nnc(Cc3ccc([N+](=O)[O-])cc3)s2)cc1C
  A: 55; B: 11; C: -2; D: 57; E: 9; F: 0.7; G: x; H: 1; I: -13; J: -1
C=CCn1c(SCC(=O)Nc2ccc(N(C)C)cc2)nnc1-c1cccc(C)c1
  A: 104; B: 12; C: -4; D: 100; E: 3; F: -1.3; G: x; H: -9; I: -45; J: 3
COCC(=O)Nc1nnc(COc2ccc(Cl)cc2)s1
  A: 98; B: 7; C: x; D: 96; E: 4; F: 5.4*; G: 6; H: x; I: -5; J: -1

In the list so far, two contain a thiophene ring, fused or not.
Labels used below: A = PTEN del growth; B = Measles CPE; C = Phagocytosis inh; D = bCat KO growth; E = NPY Y2 blocker; F = MRP1 act; G = E-sel TNF inh; H = Yeast lifespan up; I = BB579 growth dn; J = GALR2 antag
O=C(NC1CCCC1)C(c1ccccc1)N(Cc1ccco1)C(=O)Cc1cccs1 (stereo not given)
  A: 71; B: 4; C: x; D: 74; E: 39*; F: -4.9; G: -17; H: x; I: 3; J: 8
CCCc1nc2sc3c(c2c(=O)n1NC(=O)CCCl)CCCC3
  A: 48; B: 12; C: -2; D: 45; E: 3; F: -2.4; G: -10; H: 4; I: -43; J: -6

The list goes on:
Labels used below: A = PTEN del growth; B = Measles CPE; C = Phagocytosis inh; D = bCat KO growth; E = NPY Y2 blocker; F = MRP1 act; G = E-sel TNF inh; H = Yeast lifespan up; I = BB579 growth dn; J = GALR2 antag
C1=CCC(/C=N/n2cnnc2)CC1 (stereo not given)
  A: 100; B: 31*; C: 1; D: 86; E: 2; F: -1.0; G: 3; H: 10; I: -17; J: -1
COCc1nc2ccccc2n1CCCOc1ccccc1
  A: 97; B: 23; C: 2; D: 97; E: 4; F: 0.2; G: -2; H: -13; I: -46; J: -2
COc1cccc(CN(CC(=O)NC2CCCC2)C(=O)Cn2nnc(-c3cccs3)n2)c1
  A: 91; B: 5; C: 0; D: 95; E: 5; F: -0.4; G: -21; H: -10; I: -34; J: -13
COc1ccc(NC(=O)Cn2ncc(Cl)c(Cl)c2=O)cc1S(=O)(=O)N1CCOCC1
  A: 0.6*; B: 6; C: -8; D: 0.9*; E: -1; F: -6.2; G: 3; H: -1; I: -31; J: -12
COC(=O)c1cc(OC)c(OC)cc1NC(=O)c1ccc(C)o1
  A: 73; B: 31; C: 0; D: 67; E: 0; F: -1.9; G: 14; H: -28; I: -43; J: -9
COc1ccc(S(=O)(=O)NCCSCc2ccco2)cc1
  A: 99; B: 5; C: 0; D: 98; E: 7; F: -1.9; G: -18; H: -5; I: -71; J: 4
Cn1c(SC2C(=O)CC(C)(C)CC2=O)nnc1-c1ccco1
  A: 88; B: 19; C: 1; D: 114; E: 8; F: -2.0; G: x; H: -10; I: 3; J: 11
O=C(c1cccc(S(=O)(=O)N2CCOCC2)c1)N(CCO)Cc1ccccc1
  A: 88; B: 1; C: x; D: 89; E: 2; F: -4.1; G: -8; H: -3; I: -42; J: 0
CC(=NCc1ccco1)c1c(C(F)(F)F)[nH]n(-c2nc3ccccc3s2)c1=O
  A: 75; B: 4; C: 0; D: 72; E: 0; F: 0.4; G: 8; H: -1; I: -4; J: -4
Cc1oc2cc(O)ccc2c(=O)c1Oc1ccc2ccccc2c1
  A: 101; B: 14; C: x; D: 106; E: 0; F: -2.9; G: -51; H: -22; I: -17; J: 7

(listing goes on)
Labels used below: A = PTEN del growth; B = Measles CPE; C = Phagocytosis inh; D = bCat KO growth; E = NPY Y2 blocker; F = MRP1 act; G = E-sel TNF inh; H = Yeast lifespan up; I = BB579 growth dn; J = GALR2 antag
CC1=C(C(=O)NCc2ccccc2)C(c2ccccc2OCC(N)=O)NC(=O)N1 (stereo not given)
  A: 106; B: 2; C: -1; D: 95; E: 1; F: -0.7; G: 4; H: -14; I: -9; J: 5
Cc1ccc(C(NC(=O)/C=C\c2ccc3c(c2)OCO3)C(=O)Nc2ccc3c(c2)OCO3)cc1 (stereo not given)
  A: 95; B: 3; C: 13; D: 98; E: 3; F: -2.7; G: -7; H: -1; I: -25; J: 7
Cc1ccc2c(c1)c(C)c(C)n2CC(O)CN1CCCCC1C (stereo not given)
  A: 78; B: 4; C: -1; D: 85; E: 3; F: -3.5; G: x; H: 0; I: -27; J: -4
O=C(N/N=C/c1cccc(OCC(=O)N2CCCC2)c1)C(=O)Nc1ccccc1F
  A: 99; B: 6; C: x; D: 91; E: 2; F: -1.7; G: x; H: 2; I: -43; J: -7
CCn1c(SCC(=O)Nc2ncc(C(F)(F)F)cc2Cl)nnc1-c1ccccc1
  A: 95; B: 16; C: -2; D: 99; E: 1; F: 0.6; G: 2; H: 5; I: -30; J: 6
COc1ccccc1Nc1ncnc2ccccc12
  A: 80; B: 3; C: 0; D: 92; E: 4; F: -0.4; G: x; H: -9; I: -16; J: 6
CCOC(=O)c1cc(-c2ccccc2)sc1N
  A: 92; B: 11; C: x; D: 92; E: 0; F: 0.0; G: -2; H: -16; I: -33; J: -16
CCCN1C/C(=C/c2ccc3c(c2)OCO3)C(=O)/C(=C/c2ccc3c(c2)OCO3)C1
  A: 2.2*; B: 0; C: x; D: 2.0*; E: 1; F: -5.6; G: x; H: 3; I: -38; J: -1
O=C(CSc1nc2ccccc2n1S(=O)(=O)c1ccccc1)N1CCCC1
  A: 87; B: 18; C: -6; D: 90; E: -1; F: 1.6; G: x; H: 2; I: -8; J: -1
CC1CCC(C(C)C)C(OC(=O)CSc2n[nH]c(=O)[nH]c2=O)C1 (stereo not given)
  A: 100; B: 13; C: -1; D: 92; E: 5; F: -1.3; G: -22; H: 48*; I: -47; J: 9

The list goes on:
Labels used below: A = PTEN del growth; B = Measles CPE; C = Phagocytosis inh; D = bCat KO growth; E = NPY Y2 blocker; F = MRP1 act; G = E-sel TNF inh; H = Yeast lifespan up; I = BB579 growth dn; J = GALR2 antag
COc1cc(C(c2sc3nc(C)nn3c2O)N2CC(C)CC(C)C2)cc(OC)c1OC (stereo not given)
  A: 102; B: 9; C: x; D: 93; E: 3; F: -2.8; G: x; H: -3; I: 5; J: -4
Cc1cccc(Oc2nc(-c3cccc([N+](=O)[O-])c3)nc3ccccc23)c1C
  A: 85; B: 1; C: 0; D: 82; E: 0; F: -2.9; G: x; H: -1; I: -36; J: -7
Cn1ccnc1Sc1nc2c(c(=O)n(C)c(=O)n2C)n1C
  A: 97; B: 6; C: 0; D: 96; E: 7; F: -1.7; G: x; H: -2; I: -27; J: 1
CCC(=O)N1CCc2cc(S(=O)(=O)NC(C(=O)NC(C)c3ccccc3)C(C)C)ccc21 (stereo not given)
  A: 44; B: 6; C: -2; D: 42; E: 4; F: -1.5; G: 7; H: -11; I: -41; J: 4
Cc1c(Cl)c([N+](=O)[O-])nn1CC(=O)NC1CCCCC1
  A: 89; B: 10; C: -2; D: 89; E: 3; F: -1.0; G: -55; H: -13; I: -46; J: 5
O=C(CCN1C(=O)c2ccccc2C1=O)Nc1nc2ccccc2s1
  A: 108; B: 19; C: -5; D: 90; E: 8; F: -2.2; G: x; H: -5; I: -17; J: 9
Cc1nnc(SCc2ccc(C(=O)O)cc2)s1
  A: 101; B: 15; C: 0; D: 94; E: 1; F: 0.3; G: 18; H: -4; I: -41; J: -3
